From PubChem BioAssay
697 NFkB inh: inhibitors of the PMA/ionomycin-induced NF-kB reporter in 697 B cells | 697 B-cell NF-kB luciferase reporter, 16 h | inhibition, % at 4 µM | hit rate 0.33% among 330,000 | AID 435022; in the data active means inhibition above about 35%
tim10-1 inh: inhibits growth of tim10-1 mutant yeast | hit rate 2.2% among 330,000 | inhibition, % at 20 µM | S. cerevisiae tim10-1 ts strain growth, BacTiter-Glo, 24 h | AID 463190;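 active means inhibition of at least 40%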;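 further: mutant grown at 25 °C; 0% = DMSO wells with yeast and 100% = wells holding no yeast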
Jurkat NFkB inh: inhibitors of the PMA/ionomycin-induced NF-kB reporter in Jurkat cells; PMA/ionomycin-induced NF-kB luciferase reporter, luminescence; inhibition, % at 4 µM; AID 435003; hit rate 0.53% among 330,000; in the data active means inhibition above about 50%
TIM10 inh: growth inhibitors of TIM10 yeast strain; S. cerevisiae TIM10 strain growth, BacTiter-Glo luminescence, 24 h; inhibition, % at 10 µM; hit rate 1.4% among 330,000; AID 463195;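 active means inhibition of 40% or more at the single tested concentration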;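 further: wild-type TIM10 isogenic control strain grown at permissive 25 °C; 0% = DMSO yeast wells and 100% = minimal medium wells without yeast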
Mdm2 MdmX PPI: disrupts the human Mdm2-MdmX interaction | O15151+Q00987 | SaOS-2 split-luciferase Mdm2/MdmX complementation, luminescence | inhibition, % at 8 µM | hit rate 3% among 330,000;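 active means inhibition of at least 50% at 8 µM in the primary screen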
Target sequence (O15151 whole entry, looked up): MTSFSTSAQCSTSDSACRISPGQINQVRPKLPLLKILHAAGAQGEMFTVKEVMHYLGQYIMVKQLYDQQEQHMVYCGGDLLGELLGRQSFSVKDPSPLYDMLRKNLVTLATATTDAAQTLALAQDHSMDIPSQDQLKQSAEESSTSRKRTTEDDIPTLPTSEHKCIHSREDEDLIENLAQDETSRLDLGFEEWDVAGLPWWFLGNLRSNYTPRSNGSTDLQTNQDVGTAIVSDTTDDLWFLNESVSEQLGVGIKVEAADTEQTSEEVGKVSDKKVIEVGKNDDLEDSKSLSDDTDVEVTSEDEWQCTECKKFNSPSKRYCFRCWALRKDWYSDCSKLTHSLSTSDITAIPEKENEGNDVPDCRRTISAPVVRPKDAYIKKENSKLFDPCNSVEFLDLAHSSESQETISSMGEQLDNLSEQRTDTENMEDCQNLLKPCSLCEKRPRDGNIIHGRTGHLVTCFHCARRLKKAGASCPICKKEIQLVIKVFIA
Target sequence (Q00987 whole entry, looked up): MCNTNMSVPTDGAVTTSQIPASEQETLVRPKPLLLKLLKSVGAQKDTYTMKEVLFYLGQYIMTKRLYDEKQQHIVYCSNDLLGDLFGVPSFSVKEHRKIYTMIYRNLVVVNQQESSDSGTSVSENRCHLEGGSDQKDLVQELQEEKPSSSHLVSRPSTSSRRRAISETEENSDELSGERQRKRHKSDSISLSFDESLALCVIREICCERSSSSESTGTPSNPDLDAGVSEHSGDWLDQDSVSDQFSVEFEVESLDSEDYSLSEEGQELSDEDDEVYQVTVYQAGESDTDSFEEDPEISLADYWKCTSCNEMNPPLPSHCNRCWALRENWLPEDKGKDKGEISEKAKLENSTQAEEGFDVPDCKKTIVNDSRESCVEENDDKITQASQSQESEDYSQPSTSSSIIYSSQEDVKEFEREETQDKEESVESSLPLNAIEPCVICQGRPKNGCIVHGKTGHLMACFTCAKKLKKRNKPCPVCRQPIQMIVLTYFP
UPR XBP1 act: activators of adaptive arm of unfolded protein response (XBP1); CHO-XBP1 luciferase reporter, IRE1-XBP1 UPR activation, luminescence; percent of tunicamycin response, DMSO as zero; activation, % at 20 µM; hit rate 0.33% among 330,000;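 active means versus positive control, 20 µM dose yields 30% or more activation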;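 further: 100% = tunicamycin at 10 µg/mL and 0% = DMSO only wells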
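Material – CHO cell line with stable XBP1 luciferase reporter · Buffer or medium – F12 plus 10% FBS · Compound – single point, 20 µM final compound, 1% DMSO · Schedule – 16-18 h cell attachment at 37 °C, then 6 h compound exposure · Signal – Steady-Glo luminescence read · Benchmarks – high control tunicamycin 10 µg/mL final, low control DMSO vehicle only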
UPR CHOP act: activators of apoptotic arm of unfolded protein response (CHOP); CHO-CHOP luciferase reporter, UPR activation, luminescence; percent of tunicamycin response over DMSO baseline; hit rate 0.34% among 330,000; activation, % at 10 µM;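 active means at 10 µM dose, activation of 40% or more, normalized to positive control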;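 further: 100% = tunicamycin at 10 µg/mL and 0% = DMSO alone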
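System: CHO-CHOP luciferase reporter cell line; amount: 500 cells/well; buffer or medium: F12 medium containing 10% fetal bovine serum; incubation: 6 h compound exposure at 37 °C after overnight seeding; measured by: luciferase luminescence after 10 min with Steady-Glo reagent; evaluation: % reporter activation, DMSO baseline versus tunicamycin full activation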
tim23-1 inh: tim23-1 yeast growth inhibition. hit rate 1.3% among 330,000. S. cerevisiae tim23-1 growth, BacTiter-Glo luminescence, 24 h. inhibition, % at 20 µM. AID 463212;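 active means growth inhibition of the mutant yeast at or above 50%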;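 further: temperature-sensitive mutant grown at 25 °C; plate controls were DMSO-treated mutant yeast for no effect and medium wells lacking yeast for full effect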
Numbers without * were called inactive.

SMILES | 697 NFkB inh | tim10-1 inh | Jurkat NFkB inh | TIM10 inh | Mdm2 MdmX PPI | UPR XBP1 act | UPR CHOP act | tim23-1 inh
CCOc1ccc(CN2CCNC(=O)C2CC(=O)NCCC2=CCCCC2)cc1 (centres undefined) | 14 | 7 | -13 | -1 | 9 | -4 | -1.3 | 18
O=C1CC2(CCN(C(=O)c3cccc(Cl)c3)CC2)Oc2ccccc21 | -2 | 18 | 5 | 2 | -11 | -2 | 0.6 | 14
O=C1C(=O)N(Cc2cccnc2)C(c2cccc([N+](=O)[O-])c2)/C1=C(/O)c1ccc2c(c1)OCO2 (centres undefined) | -3 | 8 | 4 | -4 | -11 | -5 | 0.8 | 8
COc1ccc(-c2nc3cnccn3c2NC(C)(C)CC(C)(C)C)cc1O | 2 | 33 | 7 | 29 | 19 | 0 | 0.5 | 45
Cc1ccc(SCC(=O)c2cc(C)c(O)c(C)c2)cc1 | -29 | 13 | -21 | -24 | 6 | 6 | 2.4 | 32
COC(=O)CC(NS(=O)(=O)c1cccs1)c1ccc2c(c1)OCO2 (centres undefined) | 13 | 19 | 10 | 10 | 5 | -3 | -0.7 | 11
O=C1CN(c2nc(-c3cccnc3)nc3scc(-c4ccccc4)c23)CCN1 | -12 | 18 | -5 | 3 | 2 | 12 | 0.3 | -4
O=C(C/C=N/OCc1c(Cl)cccc1Cl)c1cnc(-c2ccccc2)s1 | 9 | 9 | -1 | 7 | -1 | -1 | -0.6 | 3
CCN(CC(=O)NCc1ccc(F)cc1)CC(=O)Nc1ccc(S(=O)(=O)N2CCCC2)cc1 | 27 | 7 | -3 | -8 | 25 | -2 | -1.5 | 8
O=S(=O)(NCc1csc(-c2cccs2)n1)c1ccccc1 | 3 | 14 | 7 | 25 | 3 | 0 | 0.0 | 36
Cn1cnnc1SC(C(=O)Nc1cc(Cl)cc(Cl)c1)c1ccccc1 (centres undefined) | 1 | 19 | -1 | 5 | -17 | -2 | 0.9 | -24
O=C(CN(Cc1ccc(F)cc1)C(=O)CNS(=O)(=O)c1ccc(F)cc1)NCc1ccco1 | 14 | -4 | 20 | -3 | 12 | -4 | 1.7 | 2
Cc1ccc(S(=O)(=O)Cn2nnnc2C(c2ccccc2)N2CCN(c3ncccn3)CC2)cc1 (centres undefined) | 0 | 31 | -6 | 23 | -9 | -1 | 0.1 | 28
CSCC(=O)N1CCCC(CO)(CCCc2ccccc2)C1 (centres undefined) | 1 | 18 | 10 | 1 | 17 | 0 | 1.0 | 24
CSc1ncccc1C(=O)Nc1cccc(S(=O)(=O)N2CCCC2)c1 | 4 | 8 | 3 | 8 | 23 | -2 | 2.5 | 16
COc1ccc(NC2CCCN(C(=O)c3ccc(C(C)=O)s3)C2)cc1 (centres undefined) | 2 | -7 | -9 | 10 | -8 | -4 | -0.2 | 13
CC(=O)C1=C(C)NC(SCC(=O)c2ccccc2)=C(C#N)C1CC(C)C (centres undefined) | 21 | 8 | -4 | 5 | 27 | -4 | 0.8 | 21
CCOC(=O)c1c(C)[nH]c(C)c1C(=O)COC(=O)CCc1ccccc1 | -5 | 9 | -14 | -2 | 20 | -1 | -1.5 | 8
O=C(CNC(=O)c1ccco1)Nc1ccc(F)cc1 | -3 | 12 | -19 | -4 | -3 | 5 | -0.8 | -8
COc1ccccc1OCCNC(=O)CSC(=S)N1CCCC1 | 2 | 9 | 6 | 1 | -2 | 1 | 1.0 | 25
O=C(CCSCc1ccccc1F)NCc1cccs1 | -4 | 8 | -10 | 5 | 7 | -2 | -0.3 | 22
C/C(CC(=O)NCCN1CCOCC1)=N\NC(=O)c1ccncc1 | 10 | -16 | -5 | -7 | 20 | 1 | 0.8 | -4
CCc1ccc(O)c(CNCCNCc2cc(CC)ccc2O)c1 | -6 | -22 | 31 | -167 | 72* | -2 | 1.1 | -48
COC(=O)c1ccc(CSc2nnnn2-c2ccc(C)cc2C)o1 | -18 | 21 | -4 | 6 | 13 | 0 | -2.5 | 26
CCOc1ccccc1CNS(=O)(=O)c1csc(C(N)=O)c1 | -11 | 0 | -6 | 5 | 22 | -3 | 1.2 | 5

The list continues.
SMILES | 697 NFkB inh | tim10-1 inh | Jurkat NFkB inh | TIM10 inh | Mdm2 MdmX PPI | UPR XBP1 act | UPR CHOP act | tim23-1 inh
Cc1cc(Cl)ccc1C(=O)C1CCCN(C(=O)c2cccc(N3CCCC3=O)c2)C1 (centres undefined) | 6 | 18 | 8 | -7 | 1 | -2 | -0.7 | 20
CCc1ccc(C(=O)C(C)OC(=O)CNS(=O)(=O)c2ccc(C)cc2)cc1 (centres undefined) | 0 | 28 | -5 | 0 | -1 | 0 | 0.6 | 23
COc1ccc(S(=O)Cc2ccc(C(=O)N3CCN(C(=O)c4ccco4)CC3)o2)cc1 (centres undefined) | -11 | -3 | 21 | -2 | -12 | -9 | 2.0 | 1
O=C(CCN1C(=O)/C(=C/c2cccs2)SC1=S)Nc1ccccn1 | 6 | -16 | -9 | -2 | 7 | -3 | -0.5 | 3
COc1ccccc1C(=O)NC(=O)COC(=O)CCOc1cc(C)ccc1C | 11 | 22 | 0 | 11 | 15 | -4 | 0.0 | 22
COc1ccccc1N(CC(=O)NCCSCc1cccc(C)c1)S(=O)(=O)c1ccccc1 | -12 | 27 | -15 | 24 | 33 | -4 | 1.7 | 22
COc1ccc(C2NC(=O)NC(O)(C(F)(F)F)C2C(=O)c2ccccc2)cc1OC (centres undefined) | -4 | -5 | -15 | -3 | 12 | -2 | -0.2 | 5
O=C(O)c1ccc(S(=O)(=O)c2ccc3c(c2)C(=O)N(c2ccc(O)cc2)C3=O)cc1 | 18 | -7 | 5 | 7 | 33 | -1 | -1.0 | 7
CCOc1ccc(NC(=O)C2CCN(S(=O)(=O)c3ccc4c(c3)C(C)(C)C(=O)N4C)CC2)cc1 | -1 | 10 | -6 | -1 | -7 | -2 | -3.8 | -15
Cn1c(=O)c2c(nc(NCc3ccc4c(c3)OCO4)n2C)n(C)c1=O | 24 | -14 | -5 | -5 | 25 | 3 | -4.4 | -7
O=C(N/N=C/C=C/c1ccccc1[N+](=O)[O-])c1ccncc1 | -3 | -12 | 1 | -8 | 13 | 1 | -1.8 | -1
CCc1cccc(CC)c1NC(=O)CSc1nnc(C(C)C)n1CC | 21 | 10 | -5 | 1 | 34 | -1 | -1.3 | 8
CCC(Sc1ncnc2c1nnn2-c1ccc(F)cc1)C(=O)OC (centres undefined) | -44 | -6 | 15 | -17 | 16 | -2 | 0.3 | 12
CCCCCn1cnnc1SCC(=O)c1c(N)n(C2CC2)c(=O)[nH]c1=O | 19 | -4 | 8 | 1 | -5 | 0 | -1.8 | -2
COc1cccc(-c2noc(C(C)n3nc(C)c([N+](=O)[O-])c3C)n2)c1 (centres undefined) | -12 | -31 | -18 | -49 | 5 | -1 | 2.0 | -13
O=C1CC(Nc2ccc(N3CCOCC3)cc2)C(=O)N1c1ccccc1F (centres undefined) | 13 | 9 | -1 | -11 | 21 | -2 | 1.4 | 8
CSc1ncccc1C(=O)OCC(=O)N1CC(=O)Nc2ccccc21 | 16 | -7 | 5 | 1 | 13 | -3 | 0.3 | 6
COc1ccc(CC(NC(C)=O)C(=O)NC2CCN(C(=O)C3CCCCC3)CC2)cc1OC (centres undefined) | 24 | -16 | -2 | 6 | 11 | -2 | 1.5 | 2
C[C@@H]1C(=O)O[C@@H]2CC34[C@H]5C[C@@H](C(C)(C)C)C36[C@H](OC(=O)[C@@H]6O)OC4(C(=O)O5)[C@@]12O (some centres undefined) | 12 | -19 | 15 | -5 | -1 | -4 | -1.4 | -7
CN1CCc2c(sc(NC(=O)c3ccc4ccccc4c3)c2C(N)=O)C1 | -85 | 15 | -144 | 15 | -7 | -1 | 6.5 | 41
Cc1nn(Cc2ccccc2)c(C)c1CNC(=O)c1ccc(F)c(S(=O)(=O)N2CCOCC2)c1 | 20 | 0 | 7 | 13 | 7 | -4 | 0.1 | 4
CC(=O)c1cccc(CN2CCC(n3nccc3NC(=O)CCc3ccccc3)CC2)c1 | -13 | -4 | 3 | 1 | 3 | -3 | 1.3 | 3
C#CCOCCOCCOCCNc1nc(N2CCN(C(=O)CCCCCCCCCCNC(=O)Cn3cc(C[C@@H](C)O)nn3)CC2)nc(N2CCN(C(=O)CCCCCCCCCCNC(=O)[C@@H]([C@H](C)O)n3cc(C)nn3)CC2)n1 | -10 | 18 | 28 | 9 | 54* | 2 | 2.6 | 10
Cc1ccccc1-n1nc2c(c1NC(=O)COc1ccc(Cl)cc1)CS(=O)C2 (centres undefined) | 8 | 3 | 19 | -5 | -8 | -1 | 2.5 | 13
Cc1ccc(N2CC(C(=O)Nc3nnc(SCCC4OCCO4)s3)CC2=O)cc1C (centres undefined) | 7 | -4 | 19 | 11 | 18 | -3 | 1.5 | 7
c1ccc(CN2CCC(N3CCN(Cc4ccc5c(c4)OCO5)CC3)CC2)cc1 | -7 | -16 | 30 | -2 | 36 | 0 | -2.2 | -23
O=C(C[C@H]1C(=O)N(c2ccc(F)c(F)c2)C[C@@H]1Cc1ccccc1)Nc1ccccc1 | 18 | -22 | 17 | 0 | -11 | -1 | 1.8 | 14

Nothing new here: 14 of the compounds above.
SMILES | 697 NFkB inh | tim10-1 inh | Jurkat NFkB inh | TIM10 inh | Mdm2 MdmX PPI | UPR XBP1 act | UPR CHOP act | tim23-1 inh
CCCCCn1cnnc1SCC(=O)c1c(N)n(C2CC2)c(=O)[nH]c1=O | 19 | -4 | 8 | 1 | -5 | 0 | -1.8 | -2
COc1cccc(-c2noc(C(C)n3nc(C)c([N+](=O)[O-])c3C)n2)c1 (centres undefined) | -12 | -31 | -18 | -49 | 5 | -1 | 2.0 | -13
O=C1CC(Nc2ccc(N3CCOCC3)cc2)C(=O)N1c1ccccc1F (centres undefined) | 13 | 9 | -1 | -11 | 21 | -2 | 1.4 | 8
CSc1ncccc1C(=O)OCC(=O)N1CC(=O)Nc2ccccc21 | 16 | -7 | 5 | 1 | 13 | -3 | 0.3 | 6
COc1ccc(CC(NC(C)=O)C(=O)NC2CCN(C(=O)C3CCCCC3)CC2)cc1OC (centres undefined) | 24 | -16 | -2 | 6 | 11 | -2 | 1.5 | 2
C[C@@H]1C(=O)O[C@@H]2CC34[C@H]5C[C@@H](C(C)(C)C)C36[C@H](OC(=O)[C@@H]6O)OC4(C(=O)O5)[C@@]12O (some centres undefined) | 12 | -19 | 15 | -5 | -1 | -4 | -1.4 | -7
CN1CCc2c(sc(NC(=O)c3ccc4ccccc4c3)c2C(N)=O)C1 | -85 | 15 | -144 | 15 | -7 | -1 | 6.5 | 41
Cc1nn(Cc2ccccc2)c(C)c1CNC(=O)c1ccc(F)c(S(=O)(=O)N2CCOCC2)c1 | 20 | 0 | 7 | 13 | 7 | -4 | 0.1 | 4
CC(=O)c1cccc(CN2CCC(n3nccc3NC(=O)CCc3ccccc3)CC2)c1 | -13 | -4 | 3 | 1 | 3 | -3 | 1.3 | 3
C#CCOCCOCCOCCNc1nc(N2CCN(C(=O)CCCCCCCCCCNC(=O)Cn3cc(C[C@@H](C)O)nn3)CC2)nc(N2CCN(C(=O)CCCCCCCCCCNC(=O)[C@@H]([C@H](C)O)n3cc(C)nn3)CC2)n1 | -10 | 18 | 28 | 9 | 54* | 2 | 2.6 | 10
Cc1ccccc1-n1nc2c(c1NC(=O)COc1ccc(Cl)cc1)CS(=O)C2 (centres undefined) | 8 | 3 | 19 | -5 | -8 | -1 | 2.5 | 13
Cc1ccc(N2CC(C(=O)Nc3nnc(SCCC4OCCO4)s3)CC2=O)cc1C (centres undefined) | 7 | -4 | 19 | 11 | 18 | -3 | 1.5 | 7
c1ccc(CN2CCC(N3CCN(Cc4ccc5c(c4)OCO5)CC3)CC2)cc1 | -7 | -16 | 30 | -2 | 36 | 0 | -2.2 | -23
O=C(C[C@H]1C(=O)N(c2ccc(F)c(F)c2)C[C@@H]1Cc1ccccc1)Nc1ccccc1 | 18 | -22 | 17 | 0 | -11 | -1 | 1.8 | 14
